Bioassay records from PubChem BioAssay.
TDP1 cell noCPT = qHTS for Inhibitors of human tyrosyl-DNA phosphodiesterase 1 (TDP1): qHTS in cells in absence of CPT; AID 686978, 2013; DT40 Tdp1-/- hTDP1 cells, no CPT, ATP luminescence, 48 h; Potency, µM (top dose mostly 46.2 µM), without a hit: at the top dose activity change, negative = growth inhibition, usual class: inhibitors; hit rate 15% among 420,000; note: nearly all actives have a fitted effect of over 55% in size
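Luminescent ATP content (CellTiter-Glo) served as the growth readout. Knockout chicken DT40 cells expressing human TDP1 were exposed to compounds without camptothecin for a minimum 48 hr at 37 °C.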
N370S GC mod = qHTS Assay for Inhibitors and Activators of N370S glucocerebrosidase as a Potential Chaperone Treatment of Gaucher Disease. Lysosomal acid glucosylceramidase (Homo sapiens), P04062. hit rate 0.092% among 330,000. N370S GC spleen homogenate, 4MU-glucoside fluorescence. Potency, µM (series often up to 59.4 µM), for inactives: top-dose activity change, negative = inhibition, hits mostly inhibitors;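 note: 0% = full enzyme activity and -100% = no enzyme basal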
TDP1 inh = qHTS Assay for Inhibitors of Tyrosyl-DNA Phosphodiesterase (TDP1) | recombinant TDP1, AlphaScreen DNA substrate cleavage | Potency, µM (series often up to 130 µM), without a hit: at the top dose activity change, negative = inhibition, actives largely listed as inhibitors | hit rate 0.28% among 350,000 | AID 485290, 2010; note: nearly all actives have a fitted effect of over 40% in size
Target sequence (Q9NUW8 whole entry, looked up): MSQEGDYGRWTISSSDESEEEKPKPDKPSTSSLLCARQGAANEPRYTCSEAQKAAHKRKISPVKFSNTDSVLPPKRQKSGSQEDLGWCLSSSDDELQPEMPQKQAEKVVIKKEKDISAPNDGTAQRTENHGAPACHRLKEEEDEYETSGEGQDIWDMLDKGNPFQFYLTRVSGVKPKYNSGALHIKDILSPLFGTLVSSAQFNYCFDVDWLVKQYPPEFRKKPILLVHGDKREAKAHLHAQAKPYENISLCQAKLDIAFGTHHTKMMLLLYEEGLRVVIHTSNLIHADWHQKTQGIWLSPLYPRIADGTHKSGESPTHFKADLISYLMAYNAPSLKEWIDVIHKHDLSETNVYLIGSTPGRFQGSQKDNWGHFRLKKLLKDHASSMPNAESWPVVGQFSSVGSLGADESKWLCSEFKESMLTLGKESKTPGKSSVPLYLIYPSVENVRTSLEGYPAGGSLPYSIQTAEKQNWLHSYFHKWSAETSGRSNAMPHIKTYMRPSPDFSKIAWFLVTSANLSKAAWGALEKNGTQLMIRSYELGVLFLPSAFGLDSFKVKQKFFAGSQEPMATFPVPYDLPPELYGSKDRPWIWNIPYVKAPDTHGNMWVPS
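Here, a 5' biotin and 3' phosphotyrosine-FITC DNA oligonucleotide reports Tdp1 activity: intact substrate bridges AlphaScreen beads, while cleavage leaves a 3' phosphate and drops signal. All incubations at room temperature.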
Numbers without * were called inactive; ? = inconclusive; · = not tested or not shown; & = joins results of further samples; [ ] = remark or other dose. Calls come from the whole dose curve; as a rule, active = well fitted curve in the direction sought with a large enough effect; inconclusive = small, poorly fitted or top-dose-only effect, or another doubt; inactive = no such curve, though single readings can be large; an effect the other way counts as inactive or inconclusive. Unless noted, % is set by controls: 0 for no effect and ±100 for the full control effect; potency is the fitted concentration of half-maximal effect. Not all compounds are listed, so the mix of outcomes need not match the whole.

molecule	TDP1 cell noCPT	N370S GC mod	TDP1 inh
CN(Cc1ccccc1)C(=O)COC(=O)CCNC(=O)c1ccccc1Cl	3%	1%	2%
CCOc1ccc(NC(=O)CN(C)C(=O)COc2cccc(CC)c2)cc1OCC	?	-3%	·
CCCc1nnc(SCC(=O)N2C(C)CCCC2C)n1CCCOC (configuration not stated)	-1%	3%	0%
CC(C)c1ccc(C(=O)Nc2nnc(S(=O)(=O)N3CCOCC3)s2)cc1	-18%	-4%	5%
Cc1cc(O)c(C(c2ccc(F)cc2)N2CCN(c3ccccc3)CC2)c(=O)n1Cc1ccco1 (configuration not stated)	-20%	·	0%
COc1ccc(C2CC(c3ccccc3)=NN2C(=O)COC(=O)c2cccnc2Cl)cc1 (configuration not stated)	?	12%	0%
O=C(N/N=C/C=C/c1ccccc1)c1cnccn1	3%	-2%	2%
COc1nc2ccc(C)cc2cc1-c1noc(-c2cccnc2)n1	?	-5%	5%
Cc1ccc(CSc2nnc(-c3cccc(S(=O)(=O)N4CCOCC4)c3)n2C2CCCC2)cc1	12µM*	10%	-1%
O=C(O)CCC(=O)N1CCc2cc(S(=O)(=O)NCc3ccc(Cl)cc3)ccc21	14%	-25%	3%
CCOC(=O)N1CCC(NS(=O)(=O)c2ccccc2)CC1	-3%	2%	10%
O=C(NCc1ccncc1)c1nc(-c2cccs2)no1	-27%	-4%	0%
CCn1c(NCc2ccc3c(c2)OCO3)nc2ccccc21	-15%	5%	4%
Cc1cc(C)n(-c2nnc(C)c(=O)[nH]2)n1	-4%	-2%	1%
O=[N+]([O-])c1cccnc1SCc1c(F)cccc1Cl	?	0%	4%
COC(CNC(=O)C1CCN(S(=O)(=O)c2ccc3nc4c(c(C(=O)O)c3c2)CC(C)CC4)CC1)OC (configuration not stated)	21%	-14%	-7%
COc1ccccc1CNc1ncncc1-c1ccc(C(=O)N(C)C)cc1	25%	-14%	·
Cc1ccc(S(=O)(=O)N(C)c2ccc(NS(C)(=O)=O)cc2)cc1	-19%	-2%	4%
COc1ccc(N=Cc2cc(Cl)ccc2O)cc1Cl	-4%	3%	0%
CCN(CC)c1nc(N2CCN(CCO)CC2)nc2ccccc12	?	4%	·
CC(C)CC(=O)Nc1ccc(C(=O)OCc2cc(=O)n3nc(C(C)C)sc3n2)cc1	-17%	·	9%
COc1ccc(N(CC(=O)N2CCc3ccccc3C2)S(=O)(=O)c2ccccc2)cc1	18µM*	28%	3%
Cc1ccc2ncnc(Nc3ccccc3)c2c1	?	-14%	-5%
CCC(=O)N1c2ccc(S(=O)(=O)N3CCCCC3)cc2CC1C (configuration not stated)	-2%	-9%	-2%
CC1CCCN(CCCNC(=O)C2CCN(S(=O)(=O)N3CCC4(CC3)OCCO4)CC2)C1 (configuration not stated)	3%	-3%	3%
COc1ccc(-n2c(C)nc3c(cnn3-c3ccccc3)c2=O)cc1	16µM*	-2%	2%
CCc1cc2c(=O)n(N)c(CCC(=O)O)nc2s1	-3%	-2%	6%
Cc1ccc(S(=O)(=O)NC(C)(C)CN2CCC(Cc3ccccc3)CC2)cc1	18µM*	-16%	·
Cc1cccc(Oc2nc3ccccn3c(=O)c2/C=C(\C#N)c2nc3ccccc3s2)c1C	4.6µM*	·	-6%
CCn1cc(/C=N/NC(=O)c2cc3c(ccc4ccccc43)o2)c2ccccc21	?	3%	3%

Four records picked at random from the list so far, as already listed:
molecule	TDP1 cell noCPT	N370S GC mod	TDP1 inh
CN(Cc1ccccc1)C(=O)COC(=O)CCNC(=O)c1ccccc1Cl	3%	1%	2%
O=[N+]([O-])c1cccnc1SCc1c(F)cccc1Cl	?	0%	4%
CCc1cc2c(=O)n(N)c(CCC(=O)O)nc2s1	-3%	-2%	6%
O=C(NCc1ccncc1)c1nc(-c2cccs2)no1	-27%	-4%	0%

Remaining list, next part
molecule	TDP1 cell noCPT	N370S GC mod	TDP1 inh
COc1ccccc1C1CCN(c2ccc([N+](=O)[O-])c(OC)c2)CC1	?	-5%	6%
Cc1csc(SCC(=O)Nc2cc(S(=O)(=O)N3CCOCC3)ccc2N2CCOCC2)n1	-25%	27%	6%
COc1cccc(C(=O)Nc2cccc(-c3cn4ccsc4n3)c2)c1OC	?	·	8%
Nn1c(SCC(=O)Nc2ccc3c(c2)OCO3)nnc1C(F)(F)F	1%	18%	-3%
COc1cc(CNc2ncnc3c2[nH]c2ccc(C)cc23)cc(OC)c1	21µM*	-19%	4%
Cn1c(SCC(=O)c2ccccc2F)nnc1C1CC1	-22%	17%	1%
COc1ccc(Nc2nc3c(c(=O)n(C)c(=O)n3C)n2CCO)cc1	0%	-6%	2%
Cc1c(NC(=O)c2cccc(NS(C)(=O)=O)c2)c(=O)n(-c2ccccc2)n1C	27%	5%	4%
COc1ccc(OC)c(NC(=O)Nc2nnc(N3CCC(C)CC3)s2)c1	?	7%	-1%
NC(=O)c1cc(-c2ccncc2)nc2ccc(Cl)cc12	-9%	15%	4%
O=C(NCc1cccs1)c1cccc(S(=O)(=O)N2CCCCC2)c1	-12%	0%	2%
Cc1c(C(=O)NC(C)C2CC3CCC2C3)cccc1[N+](=O)[O-] (configuration not stated)	?	-5%	5%[0.0935 µM]
CN(C)C(=O)/C(=C/c1cn(-c2ccccc2)nc1-c1cccc([N+](=O)[O-])c1)NC(=O)c1ccccc1	-10%	3%	3%
CC(=NC1CCN(Cc2ccccc2)CC1)c1c(O)[nH]c(=O)[nH]c1=O	2%	7%	3%
CCN(CC)C(=O)/C(=C\c1ccc(Br)cc1)NC(=O)c1ccccc1OC	15µM*	1%	1%
CCN(CC)c1ccc(C(=O)NCc2nc3cccnc3n2Cc2ccc(C)cc2)cc1	15µM*	·	10%
COc1ccc(N/N=C(/C(N)=O)C2=NC(C)(C)Cc3ccccc32)cc1	16µM*	7%	2%
Cc1ccc2c(=O)c3ccccc3n(CCCN)c2c1C	·	9%&1%	17%
CCc1noc(C)c1C(=O)Nc1nc2c(F)cc(F)cc2s1	?	·	1%
COCCN(C(=S)Nc1ccc(C)c(C)c1)C(C)c1ccco1 (configuration not stated)	?	16%	4%
Cc1c(S(=O)(=O)N2CCC(C)CC2)c(=O)n(C)c(=O)n1C	-1%	-1%	·
CCOc1ccc(OCCCC(=O)NNC(=O)c2ccncc2)cc1	4%	1%	·
Cc1ccc2nc3ccc(N4CCCCCCC4)nn3c(=O)c2c1	?	?	-10%
COc1cc(C(=O)NCC(c2cccnc2)N2CCc3ccccc32)cc(OC)c1OC (configuration not stated)	21µM*	·	3%
CC(C)c1ccc(/C=N\NC(=O)c2ccc(Cn3cccn3)o2)cc1	?	5%	4%
CC(=O)N1CCc2cc(S(=O)(=O)CCC(=O)Nc3c(C)n(C)n(-c4ccccc4)c3=O)ccc21	-1%	?	0%
COc1cc(C=O)c(-c2c(C=O)cc(OC)c3c2OCO3)c2c1OCO2	12µM*	0%	·
CN(C)S(=O)(=O)c1cc(NC(=O)COC(=O)C2CSC3(C)CCC(=O)N23)ccc1Cl (configuration not stated)	-18%	-5%	-1%
CCOC(=O)c1[nH]cnc1C(=O)N1CCN(C(=O)OC(C)(C)C)CC1	2%	·	0%
Nc1ccc(S(=O)(=O)Nc2ccc(S(N)(=O)=O)cc2)cc1	-13%	-12%	4%

2 entries from above, with values under each structure.
Values run as follows: TDP1 cell noCPT | N370S GC mod | TDP1 inh
- CCC(=O)N1c2ccc(S(=O)(=O)N3CCCCC3)cc2CC1C (configuration not stated)
    -2% | -9% | -2%
- CC1CCCN(CCCNC(=O)C2CCN(S(=O)(=O)N3CCC4(CC3)OCCO4)CC2)C1 (configuration not stated)
    3% | -3% | 3%

Remaining list, next part:
molecule	TDP1 cell noCPT	N370S GC mod	TDP1 inh
C=C/C(C)=C/C[C@H]1C(=C)CCC2[C@](C)(C(=O)O)CCC[C@@]21C (some centres not stated)	0%	-5%	·
O=C(CSc1n[nH]c(=O)[nH]c1=O)Nc1c(Cl)cc(Cl)cc1Cl	-2%	·	0%
Cc1ccc(N2CC(NC(=O)c3ccco3)CC2=O)cc1C (configuration not stated)	-8%	·	3%
Cc1ccc(CC(NC(=O)c2ccc(C)cc2)C(=O)O)cc1 (configuration not stated)	-2%	·	0%[56.1 µM]
CC(O)c1n(C)c(Cl)c[n+]1C (configuration not stated)	12%	1%	0%
CC(C)(C)c1nnc(NC(=O)c2cc(-c3ccccc3)nc3ccccc23)s1	-30%	-8%	-4%
CCCCc1c(O)nc(SCCN(C)C)n(-c2ccccc2)c1=O	6%	1%	-1%
COc1ccccc1S(=O)(=O)Cc1ccc(C(=O)NCc2cccs2)o1	?	8%	-2%
Cc1cccc(OCC(=O)N2CCN(C(=O)c3ccco3)CC2)c1	21%	7%	5%
COc1ccc(S(=O)(=O)N2CCOCC2)cc1NC(=O)Cc1ccccc1Cl	-13%	5%	-3%
C#Cc1ccc([C@@H]2C=C(C(=O)OCC=C)O[C@H](OCC)[C@H]2CCCO)cc1	?	9%	5%
CN(CCOc1ccccc1)C(=S)Nc1ccc(OC(F)F)cc1	-26%	1%	10%[0.0935 µM]
CCOC(=O)c1cc(NC(=O)C2CCCO2)cc(C(=O)OCC)c1 (configuration not stated)	8%	5%	1%
CC(C)(C)[C@@H]1COC(=O)[C@H](Cc2ccc(F)cc2)CC/C=C\C[C@H](CC(=O)N(CCO)Cc2ccccc2)C(=O)N1	9.2µM*	·	1%
Cc1ccc(C)c2c1N(Cc1ccccc1)C(=O)C21OCCO1	?	-2%	2%
O=C(O)CC1c2ccccc2CCN1S(=O)(=O)c1ccc(F)cc1 (configuration not stated)	-19%	5%	·
CN1CCCC(OC(=O)CCCC(=O)OC2CCCN(C)C2)C1 (configuration not stated)	-1%	1%	-2%
CCOc1ccccc1NC(=O)CSc1cn[nH]n1	-6%	-6%	·
Cc1cn(C2CC3OCC(NC(=O)C4CCCN4C(=O)OC(C)(C)C)C3O2)c(=O)[nH]c1=O (configuration not stated)	·	0%	4%
COC(=O)c1c(C)[nH]c(/C=N/Nc2ccccc2)c1C	-25%	-7%	6%
CCOC(=O)c1c(NC(=O)CSc2nc3nc(C)cc(C)n3n2)sc(CC)c1C	?	9%	5%
CCOC(=O)C1(CC2CCCCO2)CCN(Cc2cccnc2)CC1 (configuration not stated)	-21%	3%	·
COc1ccc(CCNC(=O)C2CCN(c3ncnc4c3nc3n4CCCCC3)CC2)c(OC)c1	0%	·	0%
NS(=O)(=O)c1ccc(NC(=O)NC2CCCCC2)cc1	-4%	2%	0%
O=C(CNC(=O)c1sc2ccccc2c1Cl)Nc1ccccc1F	-28%	-3%	-8%
COc1cc2c(C#N)c(N3CCc4ccccc4C3)nc(N)c2c(N)n1	21µM*	18%	8%
COCCn1c(N/N=C(C)/C=C/c2ccccc2)nc2c1c(=O)[nH]c(=O)n2C	·	-1%	3%
C#CCNC(=O)C1=C[C@H](c2coc3ccccc3c2=O)C[C@H](OCc2ccc(CO)cc2)O1	?	11%	4%
Cn1c(SCCOc2cccc(Cl)c2)nnc1-c1ccncc1	?	?	-1%
COc1cc(C(=O)N2CCCc3ccccc32)cc(OC)c1OC	21µM*	1%	2%
CCc1ccc(CNC(=O)c2cc3ccccn3n2)cc1	?	·	5%
C[N+]1(CCCCC[N+]2(C)CCCC2)CCCC1	-2%&-12%	1%	6%[56.1 µM]
COc1ccc(CCNC(=O)C23CN(Cc4ccccc4)CC2C(c2cccc([N+](=O)[O-])c2)=NO3)cc1 (configuration not stated)	?	9%	5%
Cc1onc(-c2c(Cl)cccc2Cl)c1C(=O)Nc1c(C)n(C)n(-c2ccccc2)c1=O	2%	4%	-3%
COc1ccc(-c2nc3cnc(N(C)C)nc3n(Cc3ccc(F)cc3)c2=O)cc1	-1%	17%	·
CS(=O)(=O)N(Cc1ccccc1)c1ccc(C(=O)Nc2ccccc2C(=O)O)cc1	-29%	4%	·
Cn1c(O)c(N=NC(=N)N)c2ccccc21	2%	-8%	-1%
